High-throughput results from PubChem.
PI5P4K alpha inh: PI5P4K alpha (human) kinase inhibition | P48426 | PI5P4Kalpha enzyme, ADP-Glo luminescence, 60 min; stronger effect = lower value | max response, % | 330,000 tested, 1.2% active | AID 652105; active = max response of -50% or lower; inconclusive = between -30% and -50%; inactive = -30% or higher; note: value at the top dose of about 77 µM; % is set by controls: 0 for no effect and ±100 for the full control effect
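Reactions run in 0.038 M HEPES pH 7.4, 0.28 mM EGTA, 0.1% CHAPS and 5% DMSO, with PI5P4Kalpha, substrate, compound and 5 microM ATP final, one hour at room temperature. Readout is ADP-Glo luminescence.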
EPAC1 ag: EPAC1 (human) agonism; 360,000 tested, 0.073% active; EPAC1 agonist qHTS, biochemical assay; response scale: 100% = response to 6.5 mM cAMP; Potency, µM (doses to about 154 µM), for inactives: top-dose activation, usual class: activators; note: potency is the fitted concentration of half-maximal effect; nearly all actives have a fitted effect of over 60% in size
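Nucleotide exchange by EPAC1 (100 nM) on Rap1B–BODIPY-GDP (250 nM) in the presence of 50 uM GDP is tracked fluorescently at 480/540 nm over 30 min. Signals are normalized to a 6.5 mM cAMP control.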
IL-2 act: activates IL-2 in a cell-based reporter assay. activation, % (series mostly up to about 46 µM). IL-2 activation reporter assay, cell-based qHTS; stimulated with anti-CD3/CD4/CD28 beads; in transgenic mouse T cells. 360,000 tested, 0.065% active; in the data active = activation above about 50%; inconclusive = mostly about 30% to 49%; note: 0% is about no effect
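Unstimulated transgenic mouse T cells; 60-min compound exposure; bead-based TCR/CD4/CD28 stimulation; 18 h culture, 37 degrees C; dual fluorescence (EGFP, DsRed) plate cytometry.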
EPAC1 antag: blocks human EPAC1 exchange factor; O95398; AID 720709; Potency, µM (highest dose often 115 µM), inactives show top-dose activity change, negative = inhibition, most hits filed as inhibitors; EPAC1 GEF assay, Rap1b-BODIPY-GDP exchange fluorescence; 360,000 tested, 0.14% active;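 note: potency is the fitted concentration of half-maximal effect; plate controls were vehicle for no effect and positive control for full effect; nearly all actives have a fitted effect of over 50% in size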
Abeta rescue: compounds reversing amyloid beta toxicity in yeast; yeast expressing A-beta42, growth rescue, OD600, 48 h; response scale: 0% DMSO, 100% iron-clioquinol control; Potency, µM (titrated, usually from 46.1 µM), for inactives: top-dose growth rescue, actives largely listed as activators; 410,000 tested, 0.063% active; AID 1347071; note: potency is the fitted concentration of half-maximal effect; nearly all actives have a fitted effect of over 55% in size
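Yeast A-beta toxicity model in growth medium with pinned compounds, 48 h at 30 C; growth read as absorbance at 600 nm. Normalized to FeCl3/clioquinol equimolar mix (positive) and DMSO (negative).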
PLK1 PBD inh: PLK1 (human) polo-box domain binding inhibition; 360,000 tested, 2.8% active; Plk1 PBD binding of FITC phosphopeptide, fluorescence polarization; Potency, µM, without a hit: max response, negative = inhibition, hits mostly inhibitors; P53350; note: potency is the fitted concentration of half-maximal effect; series mostly up to about 57 µM; % is set by controls: 0 for no effect and ±100 for the full control effect; nearly all actives have a fitted effect of over 65% in size
FUS yeast rescue: rescues growth of FUS-expressing yeast; S. cerevisiae FUS-expressing, growth rescue, OD600, 24 h; Potency, µM (series often up to 76.6 µM), inactives show top-dose growth rescue (activation), hits mostly activators; 390,000 tested, 0.24% active; AID 1347120;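 note: potency is the fitted concentration of half-maximal effect; plate controls were DMSO vehicle for no effect and reference control for full effect; nearly all actives have a fitted effect of over 55% in size; some results filed as inactive show a strong effect at the top dose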
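Absorbance at 600 nm, taken 24hr after compound addition, measured rescue of FUS-yeast growth at 30C. Induction used 2% galactose with seeding at OD 0.005. Controls: CP55940 from 92uM final, DMSO only.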
WRN inhibitor: inhibitors of human WRN helicase; WRN helicase unwinding, fluorescent forked duplex, kinetic; 360,000 tested, 0.46% active; Q14191; Potency, µM (series often up to 114 µM), for inactives: top-dose activity change, negative = inhibition, most hits filed as inhibitors; note: potency is the fitted concentration of half-maximal effect; % is set by controls: 0 for no effect and ±100 for the full control effect; nearly all actives have a fitted effect of over 55% in size
Target sequence (Q14191 whole entry, looked up): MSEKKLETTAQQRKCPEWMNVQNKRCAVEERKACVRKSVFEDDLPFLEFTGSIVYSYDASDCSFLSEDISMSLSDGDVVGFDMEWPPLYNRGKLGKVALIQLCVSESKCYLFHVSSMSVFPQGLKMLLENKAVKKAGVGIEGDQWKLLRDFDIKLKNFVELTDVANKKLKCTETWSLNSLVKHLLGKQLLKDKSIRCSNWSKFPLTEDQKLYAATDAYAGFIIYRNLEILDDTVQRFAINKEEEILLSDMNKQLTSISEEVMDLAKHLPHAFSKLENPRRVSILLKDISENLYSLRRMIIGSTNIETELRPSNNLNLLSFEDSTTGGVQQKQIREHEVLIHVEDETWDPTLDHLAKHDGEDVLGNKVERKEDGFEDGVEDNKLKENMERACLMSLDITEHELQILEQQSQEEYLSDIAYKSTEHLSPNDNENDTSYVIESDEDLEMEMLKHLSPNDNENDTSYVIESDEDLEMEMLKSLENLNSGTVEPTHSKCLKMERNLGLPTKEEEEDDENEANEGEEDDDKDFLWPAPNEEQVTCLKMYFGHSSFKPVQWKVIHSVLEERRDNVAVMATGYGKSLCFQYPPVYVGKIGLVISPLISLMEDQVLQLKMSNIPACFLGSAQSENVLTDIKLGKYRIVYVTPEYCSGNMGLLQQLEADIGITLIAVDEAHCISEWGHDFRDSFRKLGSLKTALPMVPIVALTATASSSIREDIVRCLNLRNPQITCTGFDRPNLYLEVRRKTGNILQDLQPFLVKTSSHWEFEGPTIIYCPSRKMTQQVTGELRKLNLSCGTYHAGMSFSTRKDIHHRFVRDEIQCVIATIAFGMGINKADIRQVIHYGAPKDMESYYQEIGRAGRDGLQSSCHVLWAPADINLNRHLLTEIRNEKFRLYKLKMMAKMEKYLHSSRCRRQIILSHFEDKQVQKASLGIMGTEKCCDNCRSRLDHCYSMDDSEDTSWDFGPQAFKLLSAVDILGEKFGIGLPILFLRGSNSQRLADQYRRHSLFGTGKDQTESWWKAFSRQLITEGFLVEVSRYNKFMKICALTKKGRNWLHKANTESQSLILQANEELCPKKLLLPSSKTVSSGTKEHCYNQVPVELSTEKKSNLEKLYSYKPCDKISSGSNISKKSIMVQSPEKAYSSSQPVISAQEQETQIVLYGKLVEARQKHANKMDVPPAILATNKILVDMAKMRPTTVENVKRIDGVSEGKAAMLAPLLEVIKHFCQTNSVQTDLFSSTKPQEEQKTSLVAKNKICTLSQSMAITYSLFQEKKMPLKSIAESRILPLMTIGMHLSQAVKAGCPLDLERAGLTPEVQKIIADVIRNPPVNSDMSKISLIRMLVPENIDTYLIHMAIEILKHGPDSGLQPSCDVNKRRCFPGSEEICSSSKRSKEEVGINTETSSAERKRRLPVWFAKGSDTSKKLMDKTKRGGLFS
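WRN at 20 nM final was preincubated with compound for 15 min at room temperature; reaction started with 100 nM forked duplex oligonucleotide carrying fluorophore and quencher plus 2 mM ATP (final). Unwinding followed kinetically by red fluorescence (ex 525/em 598 nm).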
An asterisk follows results filed as active; ? = inconclusive; . = not tested or not shown; [ ] = dose if it differs, or a comment. Unless noted, calls come from the whole dose curve; as a rule, active = well fitted curve in the direction sought with a large enough effect; inconclusive = small, poorly fitted or top-dose-only effect, or another doubt; inactive = no such curve, though single readings can be large; an effect the other way counts as inactive or inconclusive.

SMILES	PI5P4K alpha inh	EPAC1 ag	IL-2 act	EPAC1 antag	Abeta rescue	PLK1 PBD inh	FUS yeast rescue	WRN inhibitor
COc1ccc(-c2csc(N(CC(C)C)C(=O)c3ccco3)n2)cc1	19	-2%	-2.4	-5%	-9%	-24%	13%	3%
O=C(O)c1ccccc1C(=O)Nc1ccc(Nc2ccc([N+](=O)[O-])cc2[N+](=O)[O-])cc1	-5	2%	0.0	-4%	-13%	-7%	2%	-3%
NC(=O)c1ccccc1NC(=O)CCn1c(=S)oc2ccccc21	-11	6%	0.8	0%	-7%	-9%	1%	10%
Cc1cccc(N2CCN(c3nc4nonc4nc3N3CCSCC3)CC2)n1	-6	0%	0.2	-5%	-8%	-5%	14%	-1%
Oc1ccccc1C=NN=Cc1c(O)ccc2ccccc12	41	15%	52*	-12%	12%	-1%	.	8%
COCCNC(=O)C(C)OC(=O)c1cc2sccc2n1C (stereo not given)	-3	-7%	0.0	6%	20%	-13%	-14%	11%
O=C1C=C(NCCc2ccccc2)C2(CCCCC2)O1	9	4%	-0.6	-9%	-11%	-2%	-3%	-5%
O=C(Nc1ccc(N2CCOCC2)c(Cl)c1)c1ccc(Cl)cc1	-6	0%	-0.6	-4%	0%	-2%	16%	-6%
CC(=O)N1CCc2cc(S(=O)(=O)CCC(=O)NCc3ccco3)ccc21	1	5%	0.0	3%	-10%	-17%	2%	1%
Cc1ccccc1NC(=O)CSc1nnc2ccc(-c3ccncc3)nn12	-1	9%	-3.1	8%	-6%	-2%	2%	-2%
COC(=O)c1sccc1-n1cccc1C(=O)C(=O)Nc1ccc(F)cc1	5	6%	0.4	-8%	-6%	-9%	-7%	-10%
CN1OC[C@@H]2CN(C(=O)C(C)(C)C)[C@H](c3ccc(-c4cccnc4)cc3)C[C@@H]21	-3	10%	-0.6	21%	-22%	-15%	-16%	6%
COc1ccc(CC(=O)N(C)CC(=O)Nc2cccc(F)c2)cc1S(=O)(=O)N1CCOCC1	-1	2%	1.2	-9%	-8%	-7%	13%	-16%
Cc1onc(-c2ccc(Cl)cc2Cl)c1C(=O)/C=C/N(C)C	0	15%	-0.3	?	?	-4%	9%	2%
CCN(Cc1ccncc1)C(=O)CSc1ccc2ccccc2c1	0	-10%	-1.9	13%	-6%	-19%	7%	-7%
CCc1ccc(NC(=O)CSc2nc3ccsc3c(=O)n2CCC(=O)O)cc1	-1	4%	-2.3	-5%	1%	-14%	27%	1%
Cc1ccc(C(C(=O)NC2CCCCC2)N(Cc2ccco2)C(=O)C2COc3ccccc3O2)o1 (stereo not given)	4	11%	-3.4	9%	4%	-10%	16%	-7%
Cc1ccc(NC(=O)[C@@H]2CCCN2C(=O)[C@@H]2Cc3ccccc3CN2)c(C)c1	7	12%	-1.9	9%	13%	-8%	-11%	-6%
COc1ccc(N=Nc2c(C)[nH]c3ccccc23)cc1	-3	18%	-0.5	?	-4%	4%	34%	-6%
CCOC(=O)N1CCN(S(=O)(=O)CCNC(=O)c2cccc(OC)c2)CC1	1	-6%	-0.9	5%	5%	-6%	4%	-5%
CCOC(=O)c1ccc(NC(=O)c2ccnn2C)cc1	3	0%	1.2	-13%	-6%	-2%	2%	1%
N#Cc1ccc(OCc2c(-c3ccccc3)nnn2CC(=O)O)cc1	-3	3%	0.0	-2%	2%	-7%	-16%	-5%
Cn1c(=O)c2cc(NC(=O)NCCc3cccs3)ccc2n1C/C=C/c1ccccc1	2	-3%	0.3	-11%	-14%	-8%	4%	-10%[57.1 µM]
COC(=O)[C@@H](NCc1ccc(B(O)O)cc1)C(C)C	-5	2%	-0.5	3%	1%	-16%	-19%	-1%
O=C1NC[C@H](CCCCN2CCN(Cc3ccccc3)C(=O)C2=O)N(CCc2ccccc2)C1=O	-2	5%	0.0	-2%	-2%	1%	3%	-1%
(next part)
SMILES	PI5P4K alpha inh	EPAC1 ag	IL-2 act	EPAC1 antag	Abeta rescue	PLK1 PBD inh	FUS yeast rescue	WRN inhibitor
CC1CC(=S)Nc2ccccc2N1Cc1ccccc1 (stereo not given)	-5	11%	-0.3	-12%	-11%	-10%	.	-13%
CCCCN1C(=O)c2ccc(C(=O)NCCN3C(=O)S/C(=C\c4cccnc4)C3=O)cc2C1=O	15	1%	-0.3	-1%	11%	-20%	.	-23%
C/C(=N\NC(=O)c1ccncc1)C12CC3CC(CC(C3)C1)C2	-7	-16%	-0.2	1%	9%	-1%	.	6%
COC(=O)c1ccccc1NS(=O)(=O)c1ccc(NC(C)=O)cc1	2	-5%	-0.8	-11%	-14%	?	7%	-6%
Cc1oc(-c2ccc(Cl)cc2)nc1CN1CCC(C(=O)N2CCc3ccccc3C2)CC1	8	12%	-4.2	-7%	-7%	-9%	17%	2%
CCCCN1C(=O)/C(=C/C=C2\Oc3ccccc3N2CC)SC1=S	1	?	-57	-14%	1%	52%[activator]	0%	50µM*
Cc1ccc(N(CC(=O)NC2CCCC2)C(=O)CCC(=O)Nc2nc(C)cs2)cc1	2	-7%	-1.3	-9%	-14%	-3%	47%	-6%
O=C(CCC(=O)Nc1ccccc1)N/N=C/c1ccncc1	1	-11%	-1.6	9%	11%	-30%	-2%	8%
COC(=O)c1c(NC(=O)C2C3CCC(C3)C2C(=O)O)sc2c1CCCCC2 (stereo not given)	-11	5%	1.4	2%	0%	?	27%	-9%
c1ccc(COC2CCCN(Cc3nc(Cc4ccccc4)no3)C2)cc1 (stereo not given)	0	-2%	-2.0	-23%	3%	-1%	-9%	8%
CC1CCN(CCc2nc3cc(NC(=O)C(C)C)ccc3n2C)CC1	2	7%	-1.2	26%	-8%	2%	-35%	-1%
COC(=O)C1=C(C)NC(C)=C(C(=O)OC)C1c1ccc(-c2cc(Cl)ccc2Cl)o1	17	5%	1.8	-4%	10%	-10%	14%	-18%
Cn1cc(CNC(=O)CC2C(=O)NCCN2CC(C)(C)C)cn1 (stereo not given)	2	-3%	1.6	2%	15%	-14%	3%	-6%
CCOP(=O)(OCC)C(Nc1ccccn1)c1ccc(F)cc1 (stereo not given)	0	-3%	1.0	6%	16%	1%	-18%	-6%
COc1ccc(NC(C)(C)c2nnnn2-c2c(C)cccc2C)cc1	2	5%	-1.8	-11%	-21%	-1%	1%	-17%
CC1CCN(CC(O)COC2CCC(C(C)(C)C)CC2)CC1 (stereo not given)	-1	3%	-2.9	-9%	-1%	-8%	13%	12%
O=C(Nc1ncn[nH]1)c1cccc(S(=O)(=O)N2CCOCC2)c1	6	14%	1.6	-12%	-15%	-11%	8%	0%
Cc1ccc(-n2ncc3c(=O)[nH]c(SCC(=O)NCC4CCCO4)nc32)cc1 (stereo not given)	-1	-4%	0.1	-27%	1%	-13%	-10%	8%
Cc1nnc(NC(=O)CSc2nnc(CC(=O)Nc3ccccc3F)n2C)s1	-1	6%	0.6	0%	4%	-10%	1%	0%
O=C(CCCOc1ccc(Cl)cc1Cl)NCc1ccccn1	-8	-8%	1.5	-8%	-7%	-4%	2%	-11%
O=C(COC(=O)c1n[nH]c2ccccc12)Nc1ccccc1Br	5	-7%	-0.5	-23%	3%	4%	7%	-3%
Cc1ccc(S(=O)(=O)N(C)c2ccccc2C(=O)N2CCCC2)cc1	8	-5%	-0.4	14%	3%	-7%	-7%	1%
COc1ccccc1C(=O)Nc1ccc(S(=O)(=O)N2CCCCC2c2cccnc2)cc1 (stereo not given)	-2	14%	-2.6	?	-4%	-7%	27%	-10%
CCCc1cc(=O)[nH]c(SCCc2ccccc2)n1	-1	2%	1.5	-3%	8%	3%	20%	4%
Cc1ccc(CNC(=O)CCC(=O)Nc2nnc(C)s2)cc1	-2	10%	1.1	-13%	.	-10%	-20%	0%
(cont.)
SMILES	PI5P4K alpha inh	EPAC1 ag	IL-2 act	EPAC1 antag	Abeta rescue	PLK1 PBD inh	FUS yeast rescue	WRN inhibitor
O=C(CSc1cn(CCNC(=O)c2ccccc2)c2ccccc12)NCC1CCCO1 (stereo not given)	-2	4%	-0.4	14%	11%	-5%	1%	2%
CCOC(=O)C1CCN(C(=O)c2cc3c(s2)-c2ccccc2OC3)CC1	-8	4%	-0.3	-20%	-37%[inhibitor]	-9%	26%	-2%
c1ccc(CCc2nn3c(Cn4cnc5ccccc54)nnc3s2)cc1	.	-2%	-0.3	-5%	26%	6.7µM*	25%	-4%
COCCn1c(C)cc(C(=O)CSc2cc(C)c3ccc(OC)cc3n2)c1C	-1	8%	1.4	-1%	-2%	?	?	-5%
CCOC(=O)/C=C/C(=O)OCC(=O)Nc1ccc(Cl)cc1Cl	-1	6%	2.0	-17%	-11%	?	-11%	?
O=C(NC1CCCc2ccccc21)c1ccc(=O)[nH]c1 (stereo not given)	0	-1%	-1.6	4%	0%	-6%	15%	-6%
CCCc1nc(SCC(=O)NCC2CCCO2)c2c(=O)n(C)c(=O)n(C)c2n1 (stereo not given)	5	11%	-1.2	12%	12%	0%	15%	2%
O=C(N=c1ccn(-c2nc3ccccc3nc2NS(=O)(=O)c2ccc(Cl)cc2)cc1)c1cccs1	-3	-6%	244*	-22%	-4%	-4%	0%	-3%
COc1ccc(NC(=O)N(C)C[C@H]2Oc3ccc(NC(=O)CCC(F)(F)F)cc3C(=O)N([C@H](C)CO)C[C@@H]2C)cc1	-4	3%	-0.3	23%	-8%	-10%	-1%	6%
O=S(=O)(c1ccc(Br)cc1)c1nc(-c2ccccc2)oc1NCc1cccnc1	3	10%	-0.2	-5%	-4%	-10%	10%	-2%
CCc1ccccc1N(CC(=O)NCc1ccco1)C(=O)CCC(=O)Nc1nccs1	3	-19%	0.3	?	6%	-12%	30%	11%
COc1ccccc1N(C(=O)CCl)c1cn(C(C)=O)c2ccccc12	5	4%	-1.2	-2%	-3%	-10%	25%	-3%
O=C(Cn1nc(Cc2cccnc2)c2ccccc2c1=O)Nc1cccnc1Cl	0	10%	-1.6	-18%	-8%	-11%	6%	-31%[57.1 µM]
